Screens deposited in PubChem by National Center for Advancing Translational Sciences (NCATS).
HEK293 viab: cell viability loss counter-screen; AID 1671193; HEK-293-SNCA-luc viability, GF-AFC fluorescence, 24 h; Potency, µM (doses to about 57.1 µM), inactives show at the highest dose activity change, negative = cytotoxicity, hits mostly cytotoxic; actives 0.12% (n = 150,000);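 further: potency means the concentration at half of the fitted maximal effect; 0% = DMSO-treated cells and -100% = medium-only wells without cells; nearly all actives have a fitted effect of over 30% in size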
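HEK-293-SNCA-luc cells (1500/well) plated 24 h, then exposed 24 h to a dilution series; GF-AFC added 30 min at 37C, fluorescence 405/540 nm; normalised to medium-only and DMSO wells, Hill fit.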
HEK293 tox: HEK 293 cell cytotoxicity; HEK 293 viability, ATP luminescence (CellTiter-Glo), 48-72 h; Potency, µM (top dose mostly 115 µM), for inactives: at the highest dose activity change, negative = cytotoxicity, hits mostly inhibitors; actives 6.6% (n = 94,000); AID 1345083; further: potency means the concentration at half of the fitted maximal effect; nearly all actives have a fitted effect of over 60% in size
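Cells seeded first (HEK 293, 250 cells/well), then compound added by pintool. Incubation ran 48 or 72 hr at 37 degree Celsius. CellTiter-Glo was added and luminescence imaged after 10 min at room temperature.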
FLuc inh: Photinus pyralis luciferase inhibition; P08659; purified P. pyralis luciferase, luminescence, biochemical; Potency, µM (top dose mostly 115 µM), without a hit: at the highest dose activity change, negative = inhibition, hits mostly inhibitors; actives 2.5% (n = 76,000); further: potency means the concentration at half of the fitted maximal effect; nearly all actives have a fitted effect of over 65% in size
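FLuc 10nM, D-luciferin 10uM, ATP 10uM, Mg acetate 10mM, Tris acetate pH 7.5, Tween/BSA; cpd qHTS; enzyme added last; CCD luminescence.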
GPT2 inh: blocks human glutamate pyruvate transaminase 2; actives 0.25% (n = 100,000); Potency, µM (highest dose often 57.7 µM), for the others: at the top dose activity change, negative = inhibition, most hits filed as inhibitors; Recombinant GPT2, coupled pyruvate oxidase/HRP Amplex Red fluorescence; Q8TD30; AID 1671188; further: potency means the concentration at half of the fitted maximal effect; nearly all actives have a fitted effect of over 60% in size; many of its hits are not listed in these tables
Target sequence (Q8TD30 whole entry, looked up): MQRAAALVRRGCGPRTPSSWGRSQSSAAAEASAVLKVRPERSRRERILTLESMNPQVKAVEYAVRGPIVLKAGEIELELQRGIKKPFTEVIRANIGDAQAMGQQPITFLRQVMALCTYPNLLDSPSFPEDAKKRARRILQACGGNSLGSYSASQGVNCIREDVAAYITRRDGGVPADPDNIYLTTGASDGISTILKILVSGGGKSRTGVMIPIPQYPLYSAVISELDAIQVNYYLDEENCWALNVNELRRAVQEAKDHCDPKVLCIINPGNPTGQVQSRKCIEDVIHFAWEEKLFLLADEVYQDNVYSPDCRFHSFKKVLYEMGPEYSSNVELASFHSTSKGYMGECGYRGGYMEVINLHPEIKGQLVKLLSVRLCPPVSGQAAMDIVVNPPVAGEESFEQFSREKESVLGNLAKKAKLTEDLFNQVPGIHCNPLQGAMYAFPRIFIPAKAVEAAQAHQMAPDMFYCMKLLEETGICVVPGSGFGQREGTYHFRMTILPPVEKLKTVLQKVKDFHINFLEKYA
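Fluorescence read-out: pyruvate from GPT2 turnover coupled to pyruvate oxidase, HRP and Amplex Red (0.2mM ThPP, 0.2U/mL PO and HRP, 50uM Amplex final). Substrates 250uM a-KG, 2mM L-alanine; enzyme 10ng/uL; 30 min RT.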
3T3 cytotox: NIH 3T3 cell cytotoxicity | NIH 3T3 viability, CellTiter-Glo ATP luminescence, 48-72 h | Potency, µM (doses to about 96.7 µM), inactives show top-dose activity change, negative = cytotoxicity, hits mostly inhibitors | actives 4.3% (n = 94,000) | AID 1345082; further: potency means the concentration at half of the fitted maximal effect; nearly all actives have a fitted effect of over 55% in size
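Viability of NIH 3T3 cells after 48 or 72 hr compound treatment at 37 °C was assessed by CellTiter-Glo, with luminescence imaged following a 10 min room-temperature step.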
SNCA expr inh: inhibitors of alpha-synuclein (SNCA) gene expression. actives 0.17% (n = 140,000). HEK-293 SNCA-luciferase knock-in, luminescence, 24 h. Potency, µM (titrated, usually from 57.2 µM), without a hit: top-dose activity change, negative = inhibition, hits mostly inhibitors;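 further: potency means the concentration at half of the fitted maximal effect; plate controls were DMSO cells for no effect and cell-free wells for full effect; nearly all actives have a fitted effect of over 45% in size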
IP6K1 inh: IP6K1 kinase inhibition. IP6K1 kinase, ADP-Glo luminescence, 2 h; active compounds read low. activity change, % (series mostly up to about 58 µM). actives 0.81% (n = 140,000); in the data active means activity change below about -25%
Target sequence (Q92551 whole entry, looked up): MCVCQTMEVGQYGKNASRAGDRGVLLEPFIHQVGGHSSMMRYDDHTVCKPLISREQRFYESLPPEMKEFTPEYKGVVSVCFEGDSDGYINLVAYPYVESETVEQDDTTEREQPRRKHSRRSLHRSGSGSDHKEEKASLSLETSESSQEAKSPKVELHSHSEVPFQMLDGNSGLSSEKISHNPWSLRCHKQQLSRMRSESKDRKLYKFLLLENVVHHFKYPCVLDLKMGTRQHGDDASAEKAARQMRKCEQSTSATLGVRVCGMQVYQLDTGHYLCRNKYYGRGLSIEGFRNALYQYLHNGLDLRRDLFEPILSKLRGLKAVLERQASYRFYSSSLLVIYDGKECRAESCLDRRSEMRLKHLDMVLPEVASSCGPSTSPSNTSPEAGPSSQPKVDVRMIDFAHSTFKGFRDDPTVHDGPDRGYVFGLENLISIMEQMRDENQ
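ADP-Glo luminescence measures ADP made by human IP6K1 during a 2 h RT reaction with ATP/IP6 (mix at 1.3 mM/130 uM); top library doses 57.5 and 19.1 uM final.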
Active calls of the source: *; i = inactive; ? = inconclusive; · = no result given; [ ] = another dose, or the depositor's remark. Unless noted, the call rests on the fitted dose curve; in most records, active means well fitted curve in the direction sought with a large enough effect; inconclusive means small, poorly fitted or top-dose-only effect, or another doubt; inactive means no such curve, though single readings can be large; an effect the other way counts as inactive or inconclusive. Unless noted, on the % scale 0 is the no-effect control and ±100 the full control effect. These rows are one share of the data (hit frequency here may not be typical).

SMILES | HEK293 viab | HEK293 tox | FLuc inh | GPT2 inh | 3T3 cytotox | SNCA expr inh | IP6K1 inh
O=C(C1CCOCC1)N1CCC(Oc2cnc3c(ccn3-c3cncnc3)c2)CC1 | 4%[87.6 µM] | ? | -8%[172 µM] | 4%[88.5 µM] | ? | -10%[87.6 µM] | -2
CC1=C(C(=O)Nc2ccccc2)C(c2ccccn2)n2nc(SCc3ccccc3Cl)nc2N1 (configuration not stated) | 8% | · | · | · | · | -24% | 48
O=C(NC1CCCN(CCn2nc3n(c2=O)CCCC3)C1)c1ccc(Cl)cc1 (configuration not stated) | · | ? | · | · | -25% | · | 5
Cc1nn(C)cc1C(=O)N[C@@H]1CN(S(C)(=O)=O)C[C@H]1CN(C)C | 2% | -6% | -6% | i | i | 3% | 6
O=C1N(C2CCN(S(=O)(=O)c3cnc[nH]3)CC2)C(c2ccccc2)C12CCCC2 (configuration not stated) | -7%[12.5 µM] | 1% | 0% | -21% | -8% | ? | -4
Cc1nc(CCC(=O)NCc2cc(Cl)cc3c(C)c(-c4ccccc4)[nH]c23)n[nH]1 | -1% | ? | 32µM* | 0% | ? | 20% | -14
Cc1ccc(-c2nn3c(C)nnc3c3ccccc23)cc1S(=O)(=O)NCC(C)O (configuration not stated) | -2% | · | · | · | · | 85%[activator] | -1
CCCOC(=O)c1ccc(Nc2c(C(=O)OCC)cnc3c(C)cc(Cl)cc23)cc1 | 13% | · | · | · | · | -21% | 23
COc1ccc(OCC2CN(CC3CC3)C(=O)c3ccc(C)nc3O2)cc1 (configuration not stated) | -7%[23.9 µM] | ? | · | i | -24%[46.1 µM] | 3%[25.6 µM] | 13
C=C1CC[C@@H]2[C@@](C)(CO[C@@H]3O[C@H](CO)C(O)[C@H](O)C3O)[C@H](O)CC[C@@]2(C)[C@@H]1CC/C(C)=C/CO (some centres not stated) | 2%[12.5 µM] | · | · | i | · | · | 14
Cn1cc(S(=O)(=O)c2ccc(Cl)cc2)c(=O)c2cc(F)c(N3CCCC3)cc21 | -2% | · | · | · | · | -14% | 27
CCN1CCc2c(sc(NC(=O)c3ccc(S(=O)(=O)N(CCOC)CCOC)cc3)c2C(N)=O)C1 | 3% | · | · | · | · | 35%[activator] | 2
COc1nnc(-c2ccc(N3CCCCC3)c(NC(=O)c3ccc(C)cc3)c2)c2ccccc12 | -15% | · | · | · | · | 18% | -7
COc1ccc(N(CC(=O)N2CCN(c3ccccc3F)CC2)S(=O)(=O)c2c(C)n[nH]c2C)cc1 | -1% | · | · | · | · | -19% | 0
CNC(=O)[C@H]1C[C@H](Oc2ccccc2)CN1S(=O)(=O)c1ccc(OC)cc1 | 10% | -2% | 0% | 3% | i | 4% | 20
CC(=O)N1CCC(c2nnc3n2C(C(=O)NC2CCCCCC2)CC3)CC1 (configuration not stated) | -2%[12.5 µM] | -3% | · | i | -9% | 15% | 5
COc1ccc(CCNC(=O)C2CCc3nnc(-c4ccc(F)cc4)n32)cc1 (configuration not stated) | 3% | 1% | · | i | -2% | -2% | 2
CN1CCN(CC(O)COc2ccc(CN3CC(c4ccccn4)C3)cc2)CC1 (configuration not stated) | -7% | -15% | 4% | -3% | -19% | 13% | 10
CNC(=O)c1cc(C2CC2)nc2onc(C3CCN(C(=O)c4cccc(Cl)c4)CC3)c12 | · | -27% | · | · | ? | · | -2
CCCn1c2ccc(C)cc2c2nnc(SCCN3CCCCC3)nc21 | ? | · | · | · | · | -13% | 3
Cc1ccc(CNC(=O)c2ccc3c(c2)CN(Cc2cccc(F)c2F)CCO3)cc1 | -3% | 79µM* | -8% | i | ? | ? | 18
CCN1c2cc(C(=O)Nc3cccc(C)c3)ccc2C(=O)N2CCCCCC21 (configuration not stated) | 14%[12.5 µM] | ? | -24% | 2% | ? | 24% | 28
COc1ccc(C(=O)N2C[C@@H]3C[C@H](C2)c2c(NS(=O)(=O)c4ccccc4)ccc(=O)n2C3)cc1 | -6% | 1% | 0% | i | 2% | 40%[activator] | 7
COc1ccc([C@H]2OC[C@H]3[C@@H]2CO[C@@H]3c2ccc(O[C@@H]3O[C@H](CO)C(O)[C@H](O)[C@H]3O)c(OC)c2)cc1OC (some centres not stated) | -6%[23.9 µM] | · | · | -2%[27.3 µM] | · | · | 10
C[C@]1(CO)[C@H]2Cc3sc(NC(=O)c4cccc(F)c4)nc3[C@@H](CC(=O)NCc3ccco3)[C@]2(C)CC[C@H]1O | -11% | ? | -3% | i | ? | ? | -5

Overlap with the part before: four compounds; new compounds follow.
SMILES | HEK293 viab | HEK293 tox | FLuc inh | GPT2 inh | 3T3 cytotox | SNCA expr inh | IP6K1 inh
CCN1c2cc(C(=O)Nc3cccc(C)c3)ccc2C(=O)N2CCCCCC21 (configuration not stated) | 14%[12.5 µM] | ? | -24% | 2% | ? | 24% | 28
COc1ccc(C(=O)N2C[C@@H]3C[C@H](C2)c2c(NS(=O)(=O)c4ccccc4)ccc(=O)n2C3)cc1 | -6% | 1% | 0% | i | 2% | 40%[activator] | 7
COc1ccc([C@H]2OC[C@H]3[C@@H]2CO[C@@H]3c2ccc(O[C@@H]3O[C@H](CO)C(O)[C@H](O)[C@H]3O)c(OC)c2)cc1OC (some centres not stated) | -6%[23.9 µM] | · | · | -2%[27.3 µM] | · | · | 10
C[C@]1(CO)[C@H]2Cc3sc(NC(=O)c4cccc(F)c4)nc3[C@@H](CC(=O)NCc3ccco3)[C@]2(C)CC[C@H]1O | -11% | ? | -3% | i | ? | ? | -5
COc1c2ccoc2nc2c(OC)c(O[C@@H]3O[C@@H](C)[C@H](O)[C@@H](O[C@@H]4O[C@H](CO)[C@@H](O)[C@H](O)[C@H]4O)[C@H]3OC(C)=O)ccc12 | -7%[23.9 µM] | · | · | i | · | · | -6
Cn1ncc2c(C(=O)NC3CCOC3)cc(-c3cccc(F)c3)nc21 (configuration not stated) | · | -23% | · | · | ? | · | 8
CC(C)(C)OC(=O)N1CC(NCc2cccc(F)c2)C1 | -4%[87.6 µM] | i | · | i | 1%[174 µM] | ? | -12
Cc1cc(C)n(Cc2ccc(C(=O)N3CCC(c4noc(-c5cccnc5)n4)C3)o2)n1 (configuration not stated) | 5% | -4% | 2% | i | -13% | 3% | 0
O[C@@H]1CO[C@H]2[C@@H]1OC[C@@H]2n1nnnc1Sc1ccccc1 | 4%[87.6 µM] | -9%[172 µM] | -12%[172 µM] | i | ? | 3%[87.6 µM] | -8
CCCn1ccc2oc(C)c(C(=O)N3CCN(c4ccc(OC)cc4)CC3)c2c1=O | -3% | -15% | -3% | ? | 4% | -3% | 21
COc1cccc(CC(=O)N2CCC3(CC2)CN(c2ccccc2)C3=O)c1 | -3% | ? | · | 4% | ? | -22% | 1
Cc1cc(C(=O)NCC(F)(F)F)c2c(C3CCCN3)noc2n1 (configuration not stated) | 2% | i | · | 1% | i | 15% | 0
COc1ccc(NC(=O)C2CCN(S(=O)(=O)c3ccc4[nH]c5c(c4c3)CCCCC5)CC2)cc1 | -2% | · | · | · | · | -15% | -5
O=C(COc1ccccc1)Nc1ccc(S(=O)(=O)N(Cc2ccccc2)c2ccccc2)cc1 | 3% | · | · | · | · | -11% | 21
COc1ccc(CNC(=O)Cn2c(SCC(=O)Nc3ccc(OC)cc3)nc3ccccc32)cc1 | -27% | · | · | · | · | -18% | 8
CC(=O)c1cccc(NC(=O)Cn2c(N3CCc4ccccc4C3)nc(C)cc2=O)c1 | ? | 45µM* | 4% | -1% | ? | ? | 7
COc1ccc(-c2ccc(C(=O)N3CCC(NC(=O)c4ccccc4Cl)CC3)cc2)nn1 | · | ? | · | · | -27% | · | -5
COc1ccc(S(=O)(=O)NCc2nc(-c3ccccc3)no2)cc1 | -11% | · | · | · | · | 23% | -9
CC1(CNC(=O)c2ccoc2)CCOCC1 | 5% | -3% | -2% | -1% | i | ? | -6
Cc1cccc(CCNC(=O)CCc2c(C)nc3ncnn3c2C)c1 | -5% | · | · | · | · | 37%[activator] | 15
Fc1ccc(C(c2nnc(-c3ccccc3)o2)N2CCN(c3ccccc3)CC2)c(Cl)c1 (configuration not stated) | 30% | · | · | · | · | ? | 13
CCN1C(=O)C2CC3(CCN(C(=O)c4cccs4)CC3)CN2C1=O (configuration not stated) | 1% | -2% | 2% | -8% | -14% | 6% | 5
O=C(Nc1nc2n(n1)C(c1ccc(F)cc1)C=C(c1ccccc1)N2)c1ccc(Cl)cc1 (configuration not stated) | ? | · | · | · | · | 3% | 0
CCCN1CC(Oc2ccc(-c3noc(C4CC4)n3)cc2)C1 | -10% | ? | 7% | i | -9% | 63%[activator] | 12
Cc1ccc(NC(=O)C2CCCN(S(=O)(=O)c3ccc4c(c3)CCCC(=O)N4)C2)cc1Cl (configuration not stated) | -11% | · | · | · | · | -24% | -7
O=c1c2ccccc2nc(-c2ccc(Cl)cc2)n1CCCOc1ccccc1F | -17% | · | · | · | · | 7% | -5
COc1cc(-c2noc(CCC(=O)Nc3cc(C)ccc3C)n2)cc(OC)c1OC | 1% | · | · | · | · | -14% | 0
CCCN1CCC(NC(=O)c2cc(COc3ccccc3)[nH]n2)CC1 | 2% | -3% | 0% | i | -1% | -1% | 23
COC(=O)CC1C(=O)NCCN1C(=O)c1ccccc1-c1ncc[nH]1 (configuration not stated) | 10% | -12% | -10% | -13% | -5% | -1% | -11

Complete entries, quoted from the list. Screens in order: HEK293 viab, HEK293 tox, FLuc inh, GPT2 inh, 3T3 cytotox, SNCA expr inh, IP6K1 inh
Results for O=C(Nc1nc2n(n1)C(c1ccc(F)cc1)C=C(c1ccccc1)N2)c1ccc(Cl)cc1 (configuration not stated) = ?, ·, ·, ·, ·, 3%, 0
Results for CC(=O)c1cccc(NC(=O)Cn2c(N3CCc4ccccc4C3)nc(C)cc2=O)c1 = ?, 45µM*, 4%, -1%, ?, ?, 7
Results for CC1(CNC(=O)c2ccoc2)CCOCC1 = 5%, -3%, -2%, -1%, i, ?, -6

The list continues.
SMILES | HEK293 viab | HEK293 tox | FLuc inh | GPT2 inh | 3T3 cytotox | SNCA expr inh | IP6K1 inh
Cc1ccc(C(=O)N2CCC(N3CCCOC3=O)CC2)cc1 | 5%[87.6 µM] | i | · | i | i | 7%[87.6 µM] | 5
Cc1cnn(CC(=O)N2CCCCCCNC(=O)[C@@H]3CCCC[C@@H]32)c1 | -13% | -10% | -14% | i | -23% | 7% | -3
Cc1ccccc1-c1cccc(C(=O)N(C)Cc2ncc[nH]2)c1 | 2% | -20% | -3% | -18% | -22% | -29% | 9
COC(=O)C1CCCN1C(=O)c1c(C)oc2c1CN(Cc1ccc(C)cc1)CC2 (configuration not stated) | 1% | ? | -13% | ? | -30% | -19% | 40
Cc1cc2nc3n(c(=O)c2n1CC(=O)Nc1cccc(Br)c1)CCCCC3 | -6% | ? | 2% | 4% | ? | -5% | -9
Cc1cccc(-c2nc(C(N)=O)c3c(n2)n(-c2ccc4c(c2)OCO4)c(=O)n3C)c1 | -6% | · | · | · | · | -9% | 18
COC(=O)[C@@H]1Cc2ncn(C(C)C)c2CN1S(C)(=O)=O | 5%[87.6 µM] | i | -6%[172 µM] | 1%[88.5 µM] | -4%[174 µM] | 3%[87.6 µM] | -1
